Compound activity from PubChem BioAssay.
SIAE inh: human SIAE inhibition, primary screen | inhibition, % at 9.66 µM | SIAE FP-Rh probe binding, fluorescence polarization | AID 1053197 | 370,000 tested, 0.69% active | Q9HAT2;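 active means inhibition above a cutoff: mean of compounds within the control limits plus 3 SD of those, cut at about 17% in these data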;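 further: 0% = plate median of compound wells and 100% = probe without SIAE protein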
HTRA1 inh: HTRA1 (human) protease inhibition; Q92743; recombinant HTRA1, FP-rhodamine activity-based probe, fluorescence polarization; inhibition, % at 5.96 µM; 340,000 tested, 0.5% active; in the data active means inhibition above about 36%;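 further: 0% = enzyme with DMSO and 100% = wells lacking enzyme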
rCAG binder: molecules binding r(CAG) RNA repeats; inhibition, % at 3 µM; AID 651821; 370,000 tested, 1.3% active; r(CAG) RNA repeat, TO-PRO-1 dye displacement fluorescence;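 active means inhibition above the plate cutoff, the mean of all test compounds on that plate plus 3 SD, cut at about 35% in these data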;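 further: 0% = DMSO alone and 100% = 100 µM mitoxantrone as full dye displacement; higher means more dye released from RNA so lower well fluorescence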
LEDGF integ inh: blocks HIV-1 LEDGF/p75-dependent DNA integration; 370,000 tested, 0.64% active; inhibition, % at 3.7 µM; AID 743269; TR-FRET IN-LEDGF/p75 DNA integration, Eu/Cy5;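 active means inhibition above the screen-wide mean plus 3 SD, cut at about 13% in these data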;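 further: signal is the Cy5 over europium emission ratio at 671 and 618 nm; 0% = plate median of compound wells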
GC-B act: GC-B (human) receptor activation | 370,000 tested, 0.11% active | P20594 | activation, % at 10 µM | HEK293-GC-B cells, CNP EC30, cGMP TR-FRET; 0% at EC30 CNP, 100% saturating CNP;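 active means activation at 10 µM reaching about 35% in either raw or pattern-adjusted values, limit read from the data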
MBD2 inh: blocks human MBD2 binding to methylated DNA. AID 686964. TR-FRET, MBD2 binding to methylated oligonucleotide. 370,000 tested, 0.31% active. Q9UBB5. inhibition, % at 4.4 µM; in the data active means inhibition above about 13%
Target sequence (Q9UBB5 whole entry, looked up): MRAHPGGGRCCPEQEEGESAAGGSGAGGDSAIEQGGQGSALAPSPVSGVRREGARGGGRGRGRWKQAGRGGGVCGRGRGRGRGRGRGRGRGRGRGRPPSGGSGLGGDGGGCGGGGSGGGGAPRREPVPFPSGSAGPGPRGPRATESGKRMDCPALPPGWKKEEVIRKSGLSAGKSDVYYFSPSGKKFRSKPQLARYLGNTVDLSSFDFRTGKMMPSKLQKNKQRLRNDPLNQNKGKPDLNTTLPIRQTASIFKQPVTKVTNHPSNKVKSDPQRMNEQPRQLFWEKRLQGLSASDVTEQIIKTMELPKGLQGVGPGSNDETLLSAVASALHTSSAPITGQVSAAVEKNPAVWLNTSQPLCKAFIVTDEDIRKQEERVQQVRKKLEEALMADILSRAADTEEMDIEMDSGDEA
TCR-CD3 inh: blocks the human TCR-CD3 interaction; inhibition, % at 9.4 µM; TAMRA-labeled TCR probe fluorescence, biochemical; 360,000 tested, 0.37% active; in the data active means inhibition above about 19%;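 further: recombinant mutant TCR 2C K166C tagged with TAMRA read by polarization; 0% = receptor in buffer alone and 100% = receptor with positive control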
ABHD4 inh: ABHD4 (mouse) inhibition, primary FP screen | Q8VD66 | 370,000 tested, 0.54% active | inhibition, % at 8.92 µM | purified mABHD4, FP-Rh probe fluorescence polarization;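 active means inhibition exceeding the mean over every tested compound plus 3 SD, cut at about 30% in these data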;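 further: 0% = plate median of compound wells and 100% = S159A mutant with DMSO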
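Test system: mABHD4 protein; Read-out basis: % inhibition; Incubation: 45 min + 60 min at 25 °C; Repeats: single replicate; Technique: fluorescence polarization with parallel and perpendicular emission, 525/598 nm; Compound: 8.92 µM, single dose; Benchmarks: full inhibition S159A mutant plus DMSO, zero as sample-well median.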
PRMT1 inh: inhibitors of human PRMT1. recombinant PRMT1, activity-based probe fluorescence polarization. inhibition, % at 2.79 µM. 370,000 tested, 1.3% active. AID 652257;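 active means inhibition above about 21% made by adding two undisclosed values, limit read from the data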
Target sequence (Q99873 whole entry, looked up): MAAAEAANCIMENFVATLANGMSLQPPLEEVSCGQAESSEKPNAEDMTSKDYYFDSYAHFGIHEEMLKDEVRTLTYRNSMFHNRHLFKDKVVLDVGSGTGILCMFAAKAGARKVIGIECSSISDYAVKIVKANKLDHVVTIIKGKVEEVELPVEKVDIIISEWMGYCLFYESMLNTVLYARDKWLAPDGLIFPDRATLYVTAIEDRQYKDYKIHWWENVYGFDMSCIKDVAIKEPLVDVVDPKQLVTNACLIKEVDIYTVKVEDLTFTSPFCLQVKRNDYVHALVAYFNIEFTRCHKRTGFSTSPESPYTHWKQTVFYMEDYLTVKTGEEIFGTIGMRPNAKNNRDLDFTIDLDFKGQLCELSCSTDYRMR
TDP2 inh: blocks human TDP2 phosphodiesterase activity | recombinant TDP2, T5PNP hydrolysis, p-nitrophenol absorbance 415 nm | inhibition, % at 12.8 µM | 370,000 tested, 0.34% active | AID 720702;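 active means inhibition above the mean of all tested compounds plus 3 SD, set per campaign, cut at about 25% in these data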;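 further: 0% = DMSO with enzyme and 100% = buffer with substrate but no TDP2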
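System: recombinant human TDP2 / Amount: 120 nM TDP2 per well / Also added: 5 mM T5PNP chromogenic substrate / Doses: 12.8 µM single point, 1% DMSO / Incubation: 2 h at 37 °C / Detection: p-Nitrophenol epi absorbance / Evaluation: % inhibition relative to enzyme-containing and enzyme-free wells / Repeats: singlicate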
* hit, by the source's call; · = not tested or not shown. Some of the compounds tested. The share of hits here may be higher or lower than overall.

SMILES	SIAE inh	HTRA1 inh	rCAG binder	LEDGF integ inh	GC-B act	MBD2 inh	TCR-CD3 inh	ABHD4 inh	PRMT1 inh	TDP2 inh
CC(=O)Oc1ccc(C2(C)CC(C)(C)NC(=S)N2C)c(OC(C)=O)c1 (stereo not given)	3	-3	-5	4	·	-6	0	8	-9	11
O=C(N/C=C/n1cnc2cc(C(F)(F)F)ccc21)c1ccccc1	5	-4	-8	-5	-3	-2	-4	-9	-4	-1
O=C(CN1CCN(Cc2ccccc2)CC1)N/N=C\c1ccccc1[N+](=O)[O-]	1	·	2	7	-11	-5	·	1	-5	-12
CCn1c(SCc2cc(=O)[nH]c3ccccc23)nnc1C1CC1	0	6	-4	-1	1	2	-3	6	-2	7
COc1ccc(-n2c(-c3ccc(Cl)cc3)c[n+]3c2CCCCC3)cc1	11	-1	1	-8	1	-6	11	3	-2	-9
Cc1nnc(NC(=O)CSc2nnc(Cc3cccn3C)n2C)s1	-2	-5	3	-5	3	1	6	1	7	1
CN(CC(=O)Nc1ccc(F)c(F)c1F)C(=O)c1ccc(=O)[nH]c1	2	0	-2	0	3	-3	1	25	0	-13
COc1ccc(CCCC(=O)NCCc2ccccc2)cc1	6	3	-3	-1	-3	0	5	0	1	13
COc1cccc(CN2CCN(C(=O)c3cc(-c4ccncc4)nc4ccc(C)cc34)CC2)c1	1	-10	-5	0	-7	4	1	6	-3	2
CS(=O)(=O)Nc1ccccc1C(=O)NCC1(N2CCCCC2)CCCCC1	-6	-4	1	-1	6	3	4	1	-2	-9
C[C@@H]1CN([C@H](C)CO)C(=O)c2cc(Br)cnc2O[C@H]1CN(C)Cc1cccnc1	-2	3	-1	0	0	1	2	-3	0	-2
COc1ccc(S(=O)(=O)NCCC(=O)OCC(=O)c2ccc[nH]2)cc1[N+](=O)[O-]	0	-6	5	-1	2	0	12	7	1	3
COC(=O)c1ccccc1S(=O)(=O)N1CCC(C(=O)NCc2ccco2)CC1	6	2	3	-1	-3	-4	-4	5	2	-1
Cc1ccc(-n2nc3ccc(NC(=S)NC(=O)/C=C/c4ccco4)cc3n2)cc1	0	-41	17	3	-2	-7	4	-10	-1	-3
CCCOc1c(Cl)cc(C(=O)NC)cc1OC	-6	2	-1	-2	1	4	-3	-8	12	-20
Cc1ccc(N2C(=O)C3NN=C(C(=O)OCc4ccccc4)C3C2=O)c(C)c1 (stereo not given)	0	-4	1	-3	0	10	-2	-8	2	1
O=c1n(-c2ccccc2)c(=O)n2n1CCCC2	-4	6	2	-3	5	1	10	2	-1	5
C[C@H]1[C@H](N(Cc2cccs2)Cc2cccs2)CC[C@@]23CCCN2C(=O)CCC[C@@H]13	3	·	·	1	-10	-4	·	-2	-3	-9
COc1ccc(C2Nc3ccccc3C(=O)N2C2CCCCC2)cc1 (stereo not given)	13	-6	-3	5	-15	-3	-2	-2	-5	0
O=C(CSc1ccc(Cl)cc1)Nc1ccc(N2CCN(c3ccccc3)CC2)c(F)c1	-4	1	3	-3	-8	1	-1	-1	2	7

Part of the list above, with values under each structure:
Each structure is followed by: SIAE inh, HTRA1 inh, rCAG binder, LEDGF integ inh, GC-B act, MBD2 inh, TCR-CD3 inh, ABHD4 inh, PRMT1 inh, TDP2 inh
CCCOc1c(Cl)cc(C(=O)NC)cc1OC
    -6, 2, -1, -2, 1, 4, -3, -8, 12, -20
Cc1ccc(N2C(=O)C3NN=C(C(=O)OCc4ccccc4)C3C2=O)c(C)c1 (stereo not given)
    0, -4, 1, -3, 0, 10, -2, -8, 2, 1

Other structures follow.
SMILES	SIAE inh	HTRA1 inh	rCAG binder	LEDGF integ inh	GC-B act	MBD2 inh	TCR-CD3 inh	ABHD4 inh	PRMT1 inh	TDP2 inh
COc1ccc(S[C@]2(C(=O)N(C)C)CC(=O)N(C(=O)/C=C/c3ccccc3)[C@@H]2c2ccc(OC)cc2)cc1	-4	·	10	6	7	2	·	0	7	4
O=C(N/N=C(\CC(=O)c1cccs1)C(F)(F)F)c1cccnc1	9	6	4	0	-1	2	1	-5	0	8
Nn1c(Cc2cccc3ccccc23)nnc1SCC(=O)NC1CCS(=O)(=O)C1 (stereo not given)	1	5	-1	0	1	-3	3	0	0	9
Cc1ccccc1-c1noc(-c2ccccc2C(=O)NCc2ccco2)n1	-2	-1	-1	3	-8	4	-1	-3	-4	-19
Cc1ccc(S(=O)(=O)N2CCOCC2)c2nsnc12	1	0	-2	-1	3	0	-4	-1	-3	-1
Cc1cc(C)nc(NC(=O)c2ccc(Br)cc2)n1	-1	8	0	0	5	-2	8	0	-4	11
CS(=O)(=O)c1ccc(C(=O)Nc2cc(S(C)(=O)=O)ccc2Cl)cc1	3	7	0	1	1	1	3	-3	1	1
CCOc1c2ccc(C(=O)NCc3ccco3)cc2nn1CCOC	-1	-5	3	0	-1	1	1	2	3	-4
CN1CCC(NC(=O)C2(C)CCN2Cc2ccc3ccccc3c2)CC1 (stereo not given)	2	·	1	7	-6	-4	0	-8	-7	4
O=C(CC1C(=O)NCCN1CC1CCCCC1)NCc1ccccc1Cl (stereo not given)	9	-3	-3	2	-4	4	6	6	1	-12
COc1ccccc1N(CC(=O)N(C)Cc1ccccc1)S(=O)(=O)c1cccs1	-11	-10	1	10	-5	1	-8	-3	-3	-14
COc1ccc(CCNC(=O)CCCCCn2c(SCC(N)=O)nc3cc4c(cc3c2=O)OCO4)cc1OC	-5	3	-3	-9	3	-2	-1	4	5	2
Cc1[nH]nc2c1C(c1ccc(O)cc1)C1=C(CC(C)(C)CC1=O)N2 (stereo not given)	4	7	-2	2	-7	-2	0	3	1	2
COc1ccc(C2(c3ccc(OC)cc3)NC(=O)N(CC(=O)Nc3ccccc3)C2=O)cc1	-15	-45	2	3	1	-5	3	-17	-3	-4
CCCNS(=O)(=O)c1ccc(OCC(=O)N2CCOCC2)cc1	-3	-5	-4	-4	4	3	-1	3	0	0
CC1CCCN(c2nc3c(c(=O)[nH]c(=O)n3C)n2CCSc2nc3ccccc3o2)C1 (stereo not given)	-4	2	2	2	-2	-1	3	-5	-3	6
Cc1occc1C(=O)N1CCCC(CO)(Cc2ccc(F)cc2F)C1 (stereo not given)	3	4	-3	6	3	-5	-5	7	0	-12
COc1ccc(C(=O)CC(=O)C(=O)Nc2ccc(C)c(Cl)c2)cc1	-4	-2	13	1	1	1	3	4	2	12
COc1ccc(C(=O)CN2CCN(c3ccc(F)cc3)CC2)cc1	2	-5	-3	-4	-4	2	-10	3	1	9
COc1ccc(S(=O)(=O)NC(C)C(=O)NCc2ccncc2)cc1OC (stereo not given)	-1	0	2	-3	-2	0	-7	5	1	-9
Cc1nc(N/C(N)=N/S(=O)(=O)c2ccccc2)nc2ccccc12	-4	-8	9	-1	-9	3	-7	-1	4	6
CC(C)NC(=O)N(C)C[C@H]1Oc2c(cccc2N(C)C)C(=O)N([C@H](C)CO)C[C@@H]1C	9	6	-9	-2	3	0	-1	7	-3	16
Cc1ccc(S(=O)(=O)NC2CCCCC2)c2nsnc12	-3	3	-3	-3	-2	5	3	4	3	4
CSCCC(NC=C1C(=O)OC(C)(C)OC1=O)C(=O)O (stereo not given)	-5	5	0	3	4	-4	4	7	2	-7
CN(/N=C/c1cccnc1)c1cnn(-c2ccc(F)c(Cl)c2)c(=O)c1Cl	-7	0	0	5	11	1	-9	-1	-2	-15
CCN(CC)C(=O)CCCOc1ccc(Cl)cc1Cl	1	-2	-6	3	-1	-4	1	5	-3	0
N#CCN(N=Nc1ccccc1)c1ccccc1	0	-3	4	-3	-1	0	-2	14	3	-1
O=C(Nc1cc(Cl)cc(Cl)c1)C1CC(=O)N(C2CCCC2)C1 (stereo not given)	-7	-11	2	-2	-6	-2	8	-6	1	-15
CC(C)CC(NS(=O)(=O)c1ccc2[nH]c(=O)c(=O)[nH]c2c1)C(=O)O (stereo not given)	3	-2	0	-7	4	4	0	0	6	-6
COc1ccc(S(=O)(=O)N2CCC(C(=O)N3CCCC3)CC2)cc1Cl	5	2	1	-1	-4	3	-5	1	0	5
CNc1ccc2ncc(-c3ccccc3C(C)=O)n2n1	7	·	0	-3	-1	1	2	3	-3	11
COC(=O)c1cc(C(=O)OC)cc(S(=O)(=O)Nc2ccc(Cl)c(N)c2)c1	-8	-4	10	4	-5	-6	0	12	-1	9
Cc1cc(C(=O)Nc2nncs2)oc1C	-7	-2	3	2	-5	9	8	-8	5	0
Cc1ccc(C2CC2c2n[nH]c(=S)n2-c2cccc(Cl)c2)cc1 (stereo not given)	7	-4	13	3	-5	3	5	-6	4	2
O=C(Cn1c(=S)[nH]c2ccccc2c1=O)N1CCN(c2ccccc2)CC1	0	-2	-1	6	2	-1	4	-3	-6	-3
COC(=O)c1ccc(/C=N/Nc2nc3ccccc3[nH]2)cc1	3	-3	2	0	2	0	-3	16	2	-1

Reformatted: entries from further up
canonical_smiles | SIAE inh | HTRA1 inh | rCAG binder | LEDGF integ inh | GC-B act | MBD2 inh | TCR-CD3 inh | ABHD4 inh | PRMT1 inh | TDP2 inh
CN(/N=C/c1cccnc1)c1cnn(-c2ccc(F)c(Cl)c2)c(=O)c1Cl | -7 | 0 | 0 | 5 | 11 | 1 | -9 | -1 | -2 | -15
CCN(CC)C(=O)CCCOc1ccc(Cl)cc1Cl | 1 | -2 | -6 | 3 | -1 | -4 | 1 | 5 | -3 | 0
N#CCN(N=Nc1ccccc1)c1ccccc1 | 0 | -3 | 4 | -3 | -1 | 0 | -2 | 14 | 3 | -1
O=C(Nc1cc(Cl)cc(Cl)c1)C1CC(=O)N(C2CCCC2)C1 (stereo not given) | -7 | -11 | 2 | -2 | -6 | -2 | 8 | -6 | 1 | -15
CC(C)CC(NS(=O)(=O)c1ccc2[nH]c(=O)c(=O)[nH]c2c1)C(=O)O (stereo not given) | 3 | -2 | 0 | -7 | 4 | 4 | 0 | 0 | 6 | -6
COc1ccc(S(=O)(=O)N2CCC(C(=O)N3CCCC3)CC2)cc1Cl | 5 | 2 | 1 | -1 | -4 | 3 | -5 | 1 | 0 | 5
CNc1ccc2ncc(-c3ccccc3C(C)=O)n2n1 | 7 | · | 0 | -3 | -1 | 1 | 2 | 3 | -3 | 11
COC(=O)c1cc(C(=O)OC)cc(S(=O)(=O)Nc2ccc(Cl)c(N)c2)c1 | -8 | -4 | 10 | 4 | -5 | -6 | 0 | 12 | -1 | 9
Cc1cc(C(=O)Nc2nncs2)oc1C | -7 | -2 | 3 | 2 | -5 | 9 | 8 | -8 | 5 | 0
Cc1ccc(C2CC2c2n[nH]c(=S)n2-c2cccc(Cl)c2)cc1 (stereo not given) | 7 | -4 | 13 | 3 | -5 | 3 | 5 | -6 | 4 | 2
O=C(Cn1c(=S)[nH]c2ccccc2c1=O)N1CCN(c2ccccc2)CC1 | 0 | -2 | -1 | 6 | 2 | -1 | 4 | -3 | -6 | -3
COC(=O)c1ccc(/C=N/Nc2nc3ccccc3[nH]2)cc1 | 3 | -3 | 2 | 0 | 2 | 0 | -3 | 16 | 2 | -1
